Assay outcomes (PubChem BioAssay)
PTEN del growth: PTEN-deleted cell growth suppression | HCT116 PTEN-null viability, CellTiter-Glo, 60 h; hits give low values | viability, % at 10 µM | 140,000 tested, 1.2% active | AID 827;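 active = viability at or below a set limit, 4 SD under the median of all tested compounds, cut at about 3.7% in these data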;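 note: PTEN knockout HCT116 line with beta catenin targeted HCT116 as companion control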
GALR2 blocker: GALR2 (human) receptor antagonism. GALR2-expressing cells, antagonist mode. inhibition, % at 4 µM. AID 828. 140,000 tested, 0.39% active; in the data active = inhibition above about 27%;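 note: cells stimulated with galanin 1-16 at roughly its EC80; 0% = agonist challenge control and 100% = basal control without agonist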
Target sequence (O43603 whole entry, looked up): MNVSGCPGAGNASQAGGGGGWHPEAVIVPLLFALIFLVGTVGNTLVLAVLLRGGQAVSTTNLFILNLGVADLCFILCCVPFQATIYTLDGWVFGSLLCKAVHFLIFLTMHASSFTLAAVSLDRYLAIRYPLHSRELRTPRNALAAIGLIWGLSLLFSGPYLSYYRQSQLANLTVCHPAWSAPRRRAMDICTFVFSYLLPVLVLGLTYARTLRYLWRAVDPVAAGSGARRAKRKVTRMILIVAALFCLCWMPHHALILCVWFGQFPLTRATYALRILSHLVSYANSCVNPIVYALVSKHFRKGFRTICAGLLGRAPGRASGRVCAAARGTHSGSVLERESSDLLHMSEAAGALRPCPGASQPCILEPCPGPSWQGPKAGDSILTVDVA
NPY-Y2 antag: blocks the human neuropeptide Y Y2 receptor | P49146 | inhibition, % at 2.7 µM | 140,000 tested, 0.99% active | NPY-Y2 expressing cells, antagonist mode; in the data active = inhibition above about 17%;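 note: 0% = vehicle with agonist challenge and 100% = reference antagonist with challenge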
Target sequence (P49146 whole entry, looked up): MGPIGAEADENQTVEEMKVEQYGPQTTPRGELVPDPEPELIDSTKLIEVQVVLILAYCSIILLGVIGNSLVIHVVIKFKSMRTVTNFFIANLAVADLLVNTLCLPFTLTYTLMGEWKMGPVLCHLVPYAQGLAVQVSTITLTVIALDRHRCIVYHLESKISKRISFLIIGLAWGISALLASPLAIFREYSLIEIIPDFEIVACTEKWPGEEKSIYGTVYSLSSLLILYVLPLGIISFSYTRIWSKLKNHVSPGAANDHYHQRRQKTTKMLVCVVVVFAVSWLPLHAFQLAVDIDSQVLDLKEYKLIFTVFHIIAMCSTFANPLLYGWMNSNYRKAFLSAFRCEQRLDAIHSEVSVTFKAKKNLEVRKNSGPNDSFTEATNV
Yeast lifespan up: extends the lifespan of yeast. 130,000 tested, 0.68% active. inhibition of the nicotinamide effect, % at 10 µM. S. cerevisiae growth with nicotinamide, OD615; deaD strain in restrictive glucose medium;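 active = inhibition above a set limit, placed 3 SD over the median of all compounds, cut at about 26% in these data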;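 note: 0% = nicotinamide-treated wells and 100% = cells grown without nicotinamide; some compounds called inactive have numbers as strong as hits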
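Measured by: optical density (absorbance) at 615 nm; System: modified budding yeast, DeaD strain; Medium: restrictive CSMM-D dextrose medium; Timing: 4 h preincubation then 48 h treatment at 30 °C.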
E-sel TNF inh: TNF alpha driven E-selectin expression inhibition; 120,000 tested, 0.71% active; inhibition, % at 2 µM; HUVEC TNFa-induced E-selectin immunofluorescence, high content;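 active = inhibition above the batch mean plus 3 SD, and confirmed as a hit on visual image review, cut at about 43% in these data; inconclusive = passes the inhibition cutoff but fails visual image review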;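 note: 0% = TNF-stimulated DMSO wells and 100% = unstimulated control wells; not every result past the cut was called active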
MRP1 act: MRP-1 activation | H69AR cells + doxorubicin, viability rescue, CellTiter-Glo | viability increase, % at 10 µM | 140,000 tested, 0.61% active | AID 799;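 active = viability gain under doxorubicin at or above a set limit, the compound median plus 3 SD, cut at about 4.7% in these data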;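 note: MRP-1 overexpressing cells given doxorubicin 25 µM after compound pretreatment; 18-22 h compound pretreatment then 72 h with doxorubicin before readout; 0% = doxorubicin-only wells and 100% = vehicle-treated cells without doxorubicin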
Phagocyt inh: inhibitors of macrophage phagocytosis | J774A.1 macrophage IgG-bead phagocytosis, imaging | AID 1029 | inhibition, % at 5 µM | 110,000 tested, 0.07% active;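 active = inhibition above the mean of the plate negative controls plus 5 SD, cut at about 13% in these data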;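 note: phagocytic index as fraction of beads internalized from green versus red external bead signal; plate controls were DMSO negative control for no effect and cytochalasin-D positive control for full effect; some results beyond the cut were filed as inactive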
Yeast growth inh: chemicals that inhibit yeast BB579 growth in restrictive medium (lifespan-shortening candidates); AID 804; 140,000 tested, 0.51% active; S. cerevisiae BB579 growth, OD615, 48 h; inhibition, % at 10 µM;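 active = inhibition above a set limit, 3 SD over the mean compound inhibition, cut at about 44% in these data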; note: inactives centre near -24
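controls = amphotericin B 10 µg/mL, positive | assay system = DeaD yeast strain BB579 | schedule = 48 h compound exposure at 30 °C after 4 h preincubation | detection = OD615 turbidity measurement | medium = restrictive CSMM-D medium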
Measles CPE: protection of cells from measles virus | protection (pct of control), % at 4 µM | AID 841 | 140,000 tested, 1.5% active | Measles virus-infected cells, CPE protection, absorbance; in the data active = protection mostly above about 24%, no sharp cut-off; inactive = mostly below about 26%; note: some compounds called inactive have numbers as strong as hits
bCat KO growth: beta-catenin-lacking colon tumor cell growth suppression; HCT116 beta-catenin knockout viability, CellTiter-Glo, 60 h; hits give low values; viability, % at 10 µM; 140,000 tested, 1.5% active; AID 818;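 active = viability at or under a set limit, the compound median less 4 SD, cut at about 6% in these data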;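 note: 0% = Hyamine 1622 control at 20 µM and 100% = untreated cell control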
* hit, by the source's call; ? = inconclusive; · = not tested or not shown.

1. OCc1ccccc1N=c1ssnc1Cl
2. Cc1ccc(C(CC(=O)N2CCCC2)c2ccccc2)c(O)c1C (stereo unspecified)
3. CC12c3ccccc3C(c3ccccc31)C1C(=O)N(Cc3cccnc3)C(=O)[C@H]12 (stereo partly specified)
4. CCOC(=O)c1oc2ccccc2c1NC(=O)COc1ccc(F)cc1
5. O=C(NCc1ccco1)c1ccc2c(c1)C(=O)N(C1CCCCC1)C2=O
6. O=C(CSCc1ccc(F)cc1)NC1CCCC1
7. COc1cccc(C2=NOC(C(=O)Nc3cccc(C(C)=O)c3)C2)c1 (stereo unspecified)
8. O=C(CSc1nnc(CN2CCOCC2)n1-c1ccc(Cl)cc1)Nc1ccc2c(c1)OCO2
9. N=C1S/C(=C\c2ccccc2)C(=O)N1c1ccc(F)cc1
10. CCS(=O)(=O)c1nc2ccccc2n1Cc1ccccc1Cl

screen / no.,1,2,3,4,5,6,7,8,9,10
PTEN del growth,94,88,87,86,92,104,88,99,96,38
GALR2 blocker,-5,-1,6,5,-8,9,3,-19,10,-6
NPY-Y2 antag,-1,0,3,5,0,1,2,4,5,5
Yeast lifespan up,-6,-8,-4,-10,-21,-4,-23,-7,5,-5
E-sel TNF inh,·,-5,·,-13,-12,2,·,12,·,·
MRP1 act,-3.7,-3.0,-1.0,-0.9,-2.2,0.2,-4.5,-1.0,1.2,-1.1
Phagocyt inh,-2,0,-5,2,2,·,1,·,-5,0
Yeast growth inh,16,-12,-31,-13,-12,-42,-17,0,-20,-24
Measles CPE,9,3,4,9,5,6,5,25,18,17
bCat KO growth,101,92,89,88,85,108,96,94,100,63

3 entries already listed, sorted by the value under Yeast lifespan up, falling.
entry | structure | Yeast lifespan up
8 | O=C(CSc1nnc(CN2CCOCC2)n1-c1ccc(Cl)cc1)Nc1ccc2c(c1)OCO2 | -7
4 | CCOC(=O)c1oc2ccccc2c1NC(=O)COc1ccc(F)cc1 | -10
7 | COc1cccc(C2=NOC(C(=O)Nc3cccc(C(C)=O)c3)C2)c1 (stereo unspecified) | -23

More records:
11. CCOC(=O)Cn1c2c(c(=N)c3c1CCC3)CCC2
12. COc1ccccc1Nc1nc(N)nc(CSCCO)n1
13. Cc1c(C(=O)O)sc2ncnc(N3CCCCC3C)c12 (stereo unspecified)
14. Cc1cc(NC(=O)CSc2ccc3nnc(-c4ccc(F)cc4)n3n2)no1
15. CCCCN(C)CCNC(=O)Cn1c(=O)sc2ccccc21
16. COc1cccc(/C=N/NC(=O)CCCc2ccc(OC)c(C)c2)c1
17. O=C(c1cccc(C(=O)N2CCN(c3ccc(F)cc3)CC2)c1)N1CCN(c2ccc(F)cc2)CC1
18. CCOC(=O)N/N=C/c1cn(CCCOc2ccc(C)cc2)c2ccccc12
19. COc1cccc(-c2nc(-c3ccccc3)no2)c1
20. O=C(NCC1CCCO1)C1CCN(S(=O)(=O)Cc2ccccc2)CC1 (stereo unspecified)

screen / no.,11,12,13,14,15,16,17,18,19,20
PTEN del growth,92,91,98,96,90,86,46,70,74,94
GALR2 blocker,5,8,11,-2,·,-3,3,1,5,16
NPY-Y2 antag,1,0,4,0,·,12,2,-5,-1,-1
Yeast lifespan up,-10,1,-4,-24,-5,0,-11,0,-33,-5
E-sel TNF inh,-22,25,1,-7,·,·,-7,·,11,-18
MRP1 act,-0.3,-0.6,-1.4,-3.1,-3.6,0.1,-1.3,-2.2,-4.5,-2.0
Phagocyt inh,2,7,·,·,0,-7,0,-2,0,1
Yeast growth inh,-36,-2,-9,-42,-10,-33,-61,-1,-41,-3
Measles CPE,9,6,13,24,11,9,18,5,11,13
bCat KO growth,94,107,111,98,90,91,47,57,73,93

21. COc1ccc2cc(S(=O)(=O)N3CCN(C)CC3)ccc2c1
22. O=C(NC1CCCCC1)N(Cc1ccc(F)cc1)Cc1nc2ccccc2c(=O)[nH]1
23. CCOC(=O)c1c(C)n(C)c2ccc(OC)c(NC(=O)CN3CCC4(CC3)OCCO4)c12
24. O=C(COc1ccc(Br)cc1CO)Nc1ccc(F)cc1
25. CC(=O)N1CCc2cc(S(=O)(=O)N3c4ccccc4CC3C)ccc21 (stereo unspecified)
26. COc1cc2c(cc1NC(=O)CSc1nc3cc(Cl)ccc3s1)oc1ccccc12
27. Cc1cccc(Oc2ccc(C(=O)NC3CCSC3=O)cn2)c1C (stereo unspecified)
28. COc1ccc(CCNC(=O)C2CCN(c3nn4c(=O)cc(C)nc4s3)CC2)cc1OC
29. COc1ccc(-n2c(C)nc(=O)c(-c3ccccc3)c2C)cc1
30. CSc1nc2ccc(S(=O)(=O)N3CCOCC3)cc2s1

screen / no.,21,22,23,24,25,26,27,28,29,30
PTEN del growth,97,92,119,90,98,10,95,99,89,92
GALR2 blocker,3,-20,3,-6,-5,5,-2,12,4,-7
NPY-Y2 antag,3,3,0,2,7,2,1,0,1,2
Yeast lifespan up,-5,0,2,-13,-6,-4,-22,-8,·,0
E-sel TNF inh,?,-8,·,-4,22,6,-17,-61,3,-31
MRP1 act,-2.8,-0.9,-0.5,-0.2,-1.7,-5.2,-5.1,-1.4,8.2*,-2.1
Phagocyt inh,·,1,-1,2,·,-4,2,-1,·,-1
Yeast growth inh,-25,-25,-36,0,-51,-5,-28,-49,0,-54
Measles CPE,29,1,5,5,3,3,15,0,7,4
bCat KO growth,82,90,100,86,87,12,115,103,86,88

31. Cc1ccc(-c2noc(-c3ccccc3C(=O)N3CCCC3)n2)cc1
32. Clc1cc(NCc2cccs2)ccc1N1CCOCC1
33. CC#CCNCc1ccccc1
34. O=C1CN(C(=O)CCN2CCOCC2)C(c2ccccc2)c2cc(Br)ccc2N1 (stereo unspecified)
35. O=C(CC1NC(=O)NC1=O)Nc1ccccc1 (stereo unspecified)
36. CCOC(=O)N1CCN(c2ccc([N+](=O)[O-])cc2F)CC1C (stereo unspecified)
37. O=C(Cc1noc2ccccc12)Nc1ccc(Cl)cc1
38. CCCS/C(N)=N/N=C/c1ccccc1O
39. CCN=C(NCC)SC1CC(=O)N(c2cccc(OC)c2)C1=O (stereo unspecified)
40. COc1cc2c(cc1OC)C1=C(C#N)CN(CC(=O)O)CN1CC2

screen / no.,31,32,33,34,35,36,37,38,39,40
PTEN del growth,85,90,91,91,100,86,81,20,111,87
GALR2 blocker,-11,10,4,-18,23,-4,-1,-11,18,-8
NPY-Y2 antag,4,0,-2,0,-2,3,3,1,1,0
Yeast lifespan up,-2,-11,8,-2,-9,-2,-7,-18,-7,-16
E-sel TNF inh,·,9,0,·,-20,12,9,19,-10,·
MRP1 act,-1.1,-1.4,-1.5,-1.7,-0.4,0.7,0.0,-0.6,0.5,-3.2
Phagocyt inh,0,0,1,0,0,·,-7,0,1,0
Yeast growth inh,-40,-25,-17,-55,-30,-17,-23,-45,-34,10
Measles CPE,8,30,8,2,23,11,8,3,8,3
bCat KO growth,94,85,86,82,99,64,79,44,100,107

Single records (already shown):
`Cc1ccc(-c2noc(-c3ccccc3C(=O)N3CCCC3)n2)cc1` in the list: PTEN del growth = 85; GALR2 blocker = -11; NPY-Y2 antag = 4; Yeast lifespan up = -2; E-sel TNF inh = ·; MRP1 act = -1.1; Phagocyt inh = 0; Yeast growth inh = -40; Measles CPE = 8; bCat KO growth = 94
`Clc1cc(NCc2cccs2)ccc1N1CCOCC1` in the list: PTEN del growth = 90; GALR2 blocker = 10; NPY-Y2 antag = 0; Yeast lifespan up = -11; E-sel TNF inh = 9; MRP1 act = -1.4; Phagocyt inh = 0; Yeast growth inh = -25; Measles CPE = 30; bCat KO growth = 85
`O=C(CC1NC(=O)NC1=O)Nc1ccccc1` (stereo unspecified) in the list: PTEN del growth = 100; GALR2 blocker = 23; NPY-Y2 antag = -2; Yeast lifespan up = -9; E-sel TNF inh = -20; MRP1 act = -0.4; Phagocyt inh = 0; Yeast growth inh = -30; Measles CPE = 23; bCat KO growth = 99

More compounds follow:
41. Cc1cccc(N(CC(=O)N2CCOCC2)S(C)(=O)=O)c1
42. CCSc1nnc([C@@H]2CCCN2C(=O)OC(C)(C)C)o1
43. COc1ccc(CN(C(=O)CO/N=C/c2ccccc2)c2ccccc2C(=O)O)cc1
44. C=CCSc1nnc(NC(=O)CSc2nnc(C)s2)s1
45. O=C(NCC1CC1)C1CCCN(S(=O)(=O)c2ccc(-n3cnnn3)cc2)C1 (stereo unspecified)
46. Fc1cccc(Cl)c1-c1nnc2ccc(N3CCOCC3)nn12
47. CCOC(=O)C1=C(CSc2nnnn2C)N(C)C(=O)NC1c1ccccc1 (stereo unspecified)
48. COc1ccccc1C(=O)CSc1n[nH]c(N)n1
49. CCOc1ccc(C2CC(c3cccc(Cl)c3)n3nc(N)nc3N2)cc1 (stereo unspecified)
50. CC(C)Oc1ccc(C2c3c(oc4ccccc4c3=O)C(=O)N2CCCN2CCOCC2)cc1 (stereo unspecified)

screen / no.,41,42,43,44,45,46,47,48,49,50
PTEN del growth,103,92,103,90,90,94,96,106,99,97
GALR2 blocker,-6,12,5,7,0,-16,0,4,6,9
NPY-Y2 antag,2,-2,14,6,-1,3,1,1,5,0
Yeast lifespan up,-12,4,1,-10,0,-9,-5,-7,1,-5
E-sel TNF inh,-5,16,·,-3,62*,5,-1,6,-17,-12
MRP1 act,-0.6,-1.7,0.1,-2.0,-3.0,-2.3,-1.0,-1.6,-1.1,-1.4
Phagocyt inh,·,0,-7,-1,0,0,-1,2,-1,-1
Yeast growth inh,-36,-56,-8,1,-5,-37,-12,2,-41,-94
Measles CPE,2,14,17,9,11,5,11,4,10,6
bCat KO growth,106,79,92,92,88,90,100,91,92,89

51. CCN(CC)c1ccc(C2N(C(=O)N3CCOCC3)CCN2S(=O)(=O)c2ccc(C)cc2)cc1 (stereo unspecified)
52. O=C1NN(c2ccccc2)C(=O)C2C3C=CC(C4CC34)C12 (stereo unspecified)
53. CSc1ccc(Cl)c(C(=O)OCC(=O)Nc2ccccc2OC(F)F)c1
54. O=C(NCc1cccnc1)c1ccc(Cl)c(Cl)c1
55. Cc1cc(Cl)c(S(=O)(=O)N/N=C/c2ccc3c(c2)OCO3)c(Cl)c1
56. CCOC(=O)C(=O)/C(C#N)=C/Nc1ccccc1
57. C=CCN1C(=O)/C(=C/c2ccc(O)cc2)S/C1=N/c1nccs1
58. CCOC(=O)Cn1c(=O)oc2cc(S(=O)(=O)Nc3ccc(N(CC)CC)cc3C)ccc21
59. N#C/C(=C/c1ccc(Cl)cc1)NC(=O)c1ccccc1

screen / no.,51,52,53,54,55,56,57,58,59
PTEN del growth,83,94,92,95,107,99,92,21,102
GALR2 blocker,2,-7,3,7,1,0,-5,1,4
NPY-Y2 antag,1,4,4,6,7,2,4,-4,0
Yeast lifespan up,-16,-16,3,-2,-10,-9,0,-7,-14
E-sel TNF inh,4,28,·,10,0,3,1,·,-9
MRP1 act,-3.6,-1.6,3.0,-2.6,-0.5,0.7,3.1,-1.8,-0.2
Phagocyt inh,-2,·,-5,·,·,-1,-3,0,0
Yeast growth inh,-11,-45,-30,-14,-34,-35,-18,-15,-25
Measles CPE,3,30,2,12,4,1,13,21,14
bCat KO growth,81,91,89,95,103,114,92,6,90
